Compound activity (PubChem BioAssay)
TDP1 cell CPT: qHTS for Inhibitors of human tyrosyl-DNA phosphodiesterase 1 (TDP1): qHTS in cells in presence of CPT | 12% of 420,000 active | chicken DT40 Tdp1-/-;hTDP1 cells + 20 nM CPT, ATP luminescence, 48 h | Potency, µM (top dose mostly 46.2 µM), for the others: at the top dose activity change, negative = growth inhibition, actives largely listed as inhibitors; also: nearly all actives have a fitted effect of over 55% in size
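Cell growth measured by CellTiter-Glo luminescence after a minimum 48 h, 37 C compound exposure with 20 nM CPT in Tdp1-knockout DT40 cells stably expressing hTDP1, seeded 400/well; qHTS titration format.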
GCN5L2 inh: qHTS Assay for Inhibitors of GCN5L2 | Potency, µM (titrated, usually from 58.9 µM), for inactives: top-dose activity change, negative = inhibition, most hits filed as inhibitors | AID 504327, 2011 | GCN5L2 HAT assay, ThioGlo1 CoA-SH fluorescence | Histone acetyltransferase KAT2A (Homo sapiens), Q92830 | 0.21% of 390,000 active
Target sequence (Q92830 whole entry, looked up): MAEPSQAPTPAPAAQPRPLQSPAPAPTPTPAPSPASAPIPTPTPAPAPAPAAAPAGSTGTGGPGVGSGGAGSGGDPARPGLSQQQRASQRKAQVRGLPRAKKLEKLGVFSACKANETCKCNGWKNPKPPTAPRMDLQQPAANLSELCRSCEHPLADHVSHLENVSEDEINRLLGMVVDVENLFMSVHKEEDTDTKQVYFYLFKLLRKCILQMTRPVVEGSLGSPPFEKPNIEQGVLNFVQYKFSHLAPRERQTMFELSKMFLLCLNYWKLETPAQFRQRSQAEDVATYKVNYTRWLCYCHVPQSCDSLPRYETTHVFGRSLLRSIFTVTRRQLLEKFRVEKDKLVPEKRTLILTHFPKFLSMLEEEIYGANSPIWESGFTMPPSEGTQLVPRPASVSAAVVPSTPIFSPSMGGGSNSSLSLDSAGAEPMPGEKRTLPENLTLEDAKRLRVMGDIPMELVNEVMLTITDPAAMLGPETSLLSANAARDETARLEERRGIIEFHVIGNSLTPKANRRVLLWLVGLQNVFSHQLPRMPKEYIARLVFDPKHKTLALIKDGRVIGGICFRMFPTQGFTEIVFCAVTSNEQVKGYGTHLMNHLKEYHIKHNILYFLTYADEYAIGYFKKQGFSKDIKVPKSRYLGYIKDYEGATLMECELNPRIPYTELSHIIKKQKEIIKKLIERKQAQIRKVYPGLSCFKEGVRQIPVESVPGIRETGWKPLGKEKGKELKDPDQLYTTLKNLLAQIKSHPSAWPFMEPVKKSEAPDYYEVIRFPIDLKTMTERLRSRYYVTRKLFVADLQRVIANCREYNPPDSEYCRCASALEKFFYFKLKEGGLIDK
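qHTS, 1536-well. 20nM enzyme, pH 7.5 HEPES/EDTA/Tween-20 buffer; 15 min compound preinc., RT. Start: 75uM H3(1-25), 70uM AcCoA, 50uM ThioGlo1. Read Ex340/Em540 at t=0 (autofluorescence flag) and t=20 min.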
DT40 TDP1 no CPT: qHTS for Inhibitors of human tyrosyl-DNA phosphodiesterase 1 (TDP1): qHTS in cells in absence of CPT | Potency, µM (titrated, usually from 46.2 µM), without a hit: top-dose activity change, negative = growth inhibition, most hits filed as inhibitors | DT40 Tdp1-/- hTDP1 cells, no CPT, ATP luminescence, 48 h | AID 686978, 2013 | 15% of 420,000 active; also: nearly all actives have a fitted effect of over 55% in size
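Growth kinetics read by CellTiter-Glo luminescence after ≥48 hr at 37 °C. Cells: DT40 Tdp1-/- stably carrying human TDP1, 400 per well, compound exposure in the absence of CPT (DMSO vehicle).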
Active calls of the source: *; & = joins results of further samples. Calls follow the shape of the dose curve; as a rule, active = well fitted curve in the direction sought with a large enough effect; inconclusive = small, poorly fitted or top-dose-only effect, or another doubt; inactive = no such curve, though single readings can be large; an effect the other way counts as inactive or inconclusive. % is scaled to controls: 0 for no effect and ±100 for the full control effect; potency is read from the fitted curve at half-maximal effect. Not all compounds are listed. The share of hits here may be higher or lower than overall.

What do the screens show for `Nc1c(Cl)cc(C2=NCCn3nc4cc(C(F)(F)F)ccc4c32)cc1Cl`?
TDP1 cell CPT: 20.6µM*; GCN5L2 inh: -13.7%; DT40 TDP1 no CPT: 20.6µM*

How did CCOC(=O)c1[nH]c2ccccc2c1NC(=O)NC1CCCCC1 do in these assays?
TDP1 cell CPT: 14.2%; GCN5L2 inh: -8.4%; DT40 TDP1 no CPT: -5.0%

How did COc1ccccc1-c1c(C)oc2c(CN3CCOCC3)c(O)ccc2c1=O do in these assays?
TDP1 cell CPT: 3.0%; GCN5L2 inh: -18.0%; DT40 TDP1 no CPT: 26.4%

What do the screens show for `COc1ccc(N2CCN(C(=O)CCc3c(C)nn(-c4ccc(N5CCCC5)nn4)c3C)CC2)cc1`?
TDP1 cell CPT: -24.3%; GCN5L2 inh: -8.0%; DT40 TDP1 no CPT: -23.4%

How did COc1ccccc1N1CCN(C(=O)c2coc(=O)c(Br)c2)CC1 do in these assays?
TDP1 cell CPT: 3.26µM*; GCN5L2 inh: -16.2%; DT40 TDP1 no CPT: 7.31µM*

Results for COc1cc(/C=N/NC(=O)c2cccnc2)ccc1OS(=O)(=O)c1ccc(F)cc1 ?
TDP1 cell CPT: inconclusive; GCN5L2 inh: -7.7%; DT40 TDP1 no CPT: 20.6µM*

Results for CC1CCN(Cc2ccc(NC(=O)C3CCN(c4nnc(-n5cccc5)s4)CC3)cc2)CC1 ?
TDP1 cell CPT: 18.4µM*; GCN5L2 inh: -0.6%; DT40 TDP1 no CPT: inconclusive

What do the screens show for `COc1ccc(Oc2ccc(C(F)(F)F)cc2NC(=O)c2ccc(F)cc2)cc1`?
TDP1 cell CPT: -5.7%; GCN5L2 inh: -6.5%; DT40 TDP1 no CPT: -26.1%

How did O=S(=O)(NCCc1ccncc1)c1ccc(F)cc1 do in these assays?
TDP1 cell CPT: 7.0%; GCN5L2 inh: -0.1%; DT40 TDP1 no CPT: 3.3%

How did Cc1cc(NC(=O)C(C)SCC(=O)NCc2ccc(F)cc2)no1 (centres undefined) do in these assays?
TDP1 cell CPT: -0.2%; GCN5L2 inh: -13.3%; DT40 TDP1 no CPT: -7.2%

What do the screens show for `O=C(O)c1cc(-c2ccc(/C=N/N3C(=O)C4C5C=CC(CC5)C4C3=O)o2)ccc1Cl` (centres undefined)?
TDP1 cell CPT: 1.5%; GCN5L2 inh: -17.3%; DT40 TDP1 no CPT: 0.7%

Results for CC(C)CC(C(=O)O)N1C(=O)C2C3CC(C2C1=O)C1C(c2ccccc2)c2sc(=O)[nH]c2SC31 (centres undefined) ?
TDP1 cell CPT: -7.9%; GCN5L2 inh: -0.4%; DT40 TDP1 no CPT: 0.5%

Results for CCOc1ccc(S(=O)(=O)NCCC(=O)NCC(c2ccc(OC)cc2)N2CCOCC2)cc1 (centres undefined) ?
TDP1 cell CPT: -11.9%; DT40 TDP1 no CPT: inconclusive

Results for CCOc1ccc(-c2nc(C#N)c(N3CCN(Cc4ccccc4)CC3)o2)cc1 ?
TDP1 cell CPT: inconclusive; GCN5L2 inh: -11.0%; DT40 TDP1 no CPT: 11.6µM*

How did O=C(O)c1cccc(S(=O)(=O)NNc2ccccc2C(F)(F)F)c1 do in these assays?
TDP1 cell CPT: 4.9%; GCN5L2 inh: -29.2%; DT40 TDP1 no CPT: -22.2%

What do the screens show for `O=C(Nc1ccc2c(c1)OCCO2)C1CCN(C(=O)c2ccc(Br)cc2)CC1`?
TDP1 cell CPT: -13.9%; GCN5L2 inh: -13.5%; DT40 TDP1 no CPT: inconclusive

Results for Cc1cc(C)cc(NC(=O)CCc2ccc(C)o2)c1 ?
TDP1 cell CPT: 5.4%; GCN5L2 inh: 0.2%; DT40 TDP1 no CPT: 16.8%

How did Cc1cccc(C(=O)Nc2ccccc2C(=O)OCC(=O)Nc2ccc(C#N)cc2)c1 do in these assays?
TDP1 cell CPT: -5.1%; GCN5L2 inh: 0.8%; DT40 TDP1 no CPT: inconclusive

How did O=C(COc1ccccc1)Nc1nc2cc3c(cc2s1)OCCO3 do in these assays?
TDP1 cell CPT: -0.2%; GCN5L2 inh: -4.0%; DT40 TDP1 no CPT: 12.9%

How did CC(C)[N+]1(C)C2CCC1CC(OC(=O)C(CO)c1ccccc1)C2 (centres undefined) do in these assays?
TDP1 cell CPT: 1.1%&6.0%; GCN5L2 inh: 10.2%&1.3%; DT40 TDP1 no CPT: -11.2%&-15.9%

Results for Cc1cccc(OCCCn2c(=O)sc3ccccc32)c1 ?
TDP1 cell CPT: -2.3%; GCN5L2 inh: -1.1%; DT40 TDP1 no CPT: -22.4%

Results for Cc1sc(-c2cc3ccccc3oc2=O)nc1-c1ccc(Cl)c(Cl)c1 ?
TDP1 cell CPT: 12.2%; GCN5L2 inh: -15.6%; DT40 TDP1 no CPT: -1.6%

What do the screens show for `COc1cc(C(=O)OCC(=O)c2cc(C)n(C)c2C)cc(NC(=O)c2ccco2)c1OC`?
TDP1 cell CPT: inconclusive; GCN5L2 inh: -17.9%; DT40 TDP1 no CPT: inconclusive

What do the screens show for `Cc1ccc(C2=N/C(=C/N3CCOCC3)C(=O)O2)cc1`?
TDP1 cell CPT: -14.2%; GCN5L2 inh: -24.0%; DT40 TDP1 no CPT: -10.4%

Results for CCN(CC)S(=O)(=O)c1cc(OCC(N)=O)c(C)cc1Cl ?
TDP1 cell CPT: -4.2%; GCN5L2 inh: 2.1%; DT40 TDP1 no CPT: -3.1%

How did Cc1cccc(-c2c3c(=O)n(C)c(=O)n(C)c3cn2-c2cc(N)c(Cl)cc2Cl)c1 do in these assays?
TDP1 cell CPT: 5.8µM*; GCN5L2 inh: -17.0%; DT40 TDP1 no CPT: 3.66µM*

What do the screens show for `Cc1ccccc1Oc1nc2ccccn2c(=O)c1/C=C(\C#N)c1nc2ccccc2[nH]1`?
TDP1 cell CPT: -22.4%; GCN5L2 inh: -0.7%; DT40 TDP1 no CPT: -11.1%

Results for CCCC(=O)Oc1ccc(N(C(=O)CCC)S(=O)(=O)c2cccs2)cc1 ?
TDP1 cell CPT: 13.0%; GCN5L2 inh: -13.5%; DT40 TDP1 no CPT: -22.3%

How did Cn1c(/C(C#N)=C(\O)c2ccccc2Cl)nc2ccccc21 do in these assays?
TDP1 cell CPT: 15.4%; DT40 TDP1 no CPT: -21.8%

What do the screens show for `NC(=O)C1c2ccccc2CCc2ccccc21`?
TDP1 cell CPT: -7.1%; GCN5L2 inh: -9.3%; DT40 TDP1 no CPT: -15.3%

Continued (two carried over from the part before).
How did Cn1c(/C(C#N)=C(\O)c2ccccc2Cl)nc2ccccc21 do in these assays?
TDP1 cell CPT: 15.4%; DT40 TDP1 no CPT: -21.8%

What do the screens show for `NC(=O)C1c2ccccc2CCc2ccccc21`?
TDP1 cell CPT: -7.1%; GCN5L2 inh: -9.3%; DT40 TDP1 no CPT: -15.3%

How did Cc1nn(C)c(NC(=O)c2ccc(Cl)cc2Cl)c1Br do in these assays?
TDP1 cell CPT: inconclusive; GCN5L2 inh: -5.8%; DT40 TDP1 no CPT: -41.0%

How did O=S(=O)(Nc1ccccc1)c1ccc(NS(=O)(=O)c2c(F)cccc2F)cc1 do in these assays?
TDP1 cell CPT: 7.5%; GCN5L2 inh: -23.7%; DT40 TDP1 no CPT: -1.9%

What do the screens show for `O=C(c1cnc2sccn2c1=O)N(Cc1ccccc1)c1ccccn1`?
TDP1 cell CPT: 10.2%; GCN5L2 inh: 2.7%; DT40 TDP1 no CPT: -3.7%

Results for Cc1ccc(S(=O)(=O)NN=C2CCc3ccccc32)cc1 ?
TDP1 cell CPT: -20.1%; DT40 TDP1 no CPT: inconclusive

Results for COc1cc(C(=O)OCC(=O)NC2CCCC2)cc(OC)c1OC ?
TDP1 cell CPT: 9.4%; GCN5L2 inh: 6.8%; DT40 TDP1 no CPT: -0.9%

What do the screens show for `COc1ccc(CCNC(=O)CSc2nc(=O)[nH]c3c2CCC3)cc1OC`?
TDP1 cell CPT: 22.4%; GCN5L2 inh: -14.0%; DT40 TDP1 no CPT: 6.0%

Results for CCOC(=O)c1c[nH]c2c(C)cc(C)cc2c1=O ?
TDP1 cell CPT: inconclusive; GCN5L2 inh: -2.4%; DT40 TDP1 no CPT: inconclusive

What do the screens show for `CCOc1ccc(NS(=O)(=O)c2ccc(C(=O)NCC(c3ccco3)N3CCCC3)cc2)cc1` (centres undefined)?
TDP1 cell CPT: inconclusive; GCN5L2 inh: -0.3%; DT40 TDP1 no CPT: inconclusive

What do the screens show for `Cc1cc(C)c(C)c(OCC(=O)O/N=C(\N)c2ccccn2)c1`?
TDP1 cell CPT: -17.4%; GCN5L2 inh: -5.7%; DT40 TDP1 no CPT: -19.6%

What do the screens show for `O=C(COC(=O)c1ccccc1O)NCc1ccc2c(c1)OCO2`?
TDP1 cell CPT: 5.8%; GCN5L2 inh: -8.9%; DT40 TDP1 no CPT: inconclusive

Results for CCOc1ccc(NC(=O)c2cc3c(=O)n(Cc4cccs4)ccc3nc2C)cc1 ?
TDP1 cell CPT: inconclusive; GCN5L2 inh: 0.7%; DT40 TDP1 no CPT: inconclusive

How did O=C(CCC1CCCCC1=O)c1ccccc1 (centres undefined) do in these assays?
TDP1 cell CPT: -3.0%; GCN5L2 inh: -5.6%; DT40 TDP1 no CPT: -0.8%

Results for O=c1c(N2CCc3ccccc3C2)csc2ccccc12 ?
TDP1 cell CPT: inconclusive; GCN5L2 inh: -11.5%; DT40 TDP1 no CPT: inconclusive

How did Cc1ccccc1OCCCn1c(CCNC(=O)C2CCCCC2)nc2ccccc21 do in these assays?
TDP1 cell CPT: 13µM*; GCN5L2 inh: -12.1%; DT40 TDP1 no CPT: 16.4µM*

What do the screens show for `CN(CC(=O)Nc1cccc(F)c1)C(=O)c1ccc(N2CCOCC2)c([N+](=O)[O-])c1`?
TDP1 cell CPT: inconclusive; GCN5L2 inh: -1.1%; DT40 TDP1 no CPT: inconclusive

Sorted by heavy-atom count (descending): three of the compounds above
What do the screens show for `COc1ccc(CCNC(=O)CSc2nc(=O)[nH]c3c2CCC3)cc1OC`?
TDP1 cell CPT: 22.4%; GCN5L2 inh: -14.0%; DT40 TDP1 no CPT: 6.0%

How did Cc1nn(C)c(NC(=O)c2ccc(Cl)cc2Cl)c1Br do in these assays?
TDP1 cell CPT: inconclusive; GCN5L2 inh: -5.8%; DT40 TDP1 no CPT: -41.0%

Results for CCOC(=O)c1c[nH]c2c(C)cc(C)cc2c1=O ?
TDP1 cell CPT: inconclusive; GCN5L2 inh: -2.4%; DT40 TDP1 no CPT: inconclusive

Other records:
Results for Cc1ccc(S(=O)(=O)N2C[C@H]3C(=O)C[C@@H](c4ccccc4)N(S(=O)(=O)c4ccccc4[N+](=O)[O-])[C@H]3C[C@H]2c2ccccc2)cc1 ?
TDP1 cell CPT: -10.4%; DT40 TDP1 no CPT: -7.4%

How did COc1ccccc1NC(=O)CN1CCN(S(=O)(=O)c2ccc(Br)cc2)CC1 do in these assays?
TDP1 cell CPT: -0.5%; GCN5L2 inh: -25.6%; DT40 TDP1 no CPT: 0.0%

How did O=C(c1cc(-c2ccc(O)cc2)on1)N1CCCCCC1 do in these assays?
TDP1 cell CPT: 4.3%; GCN5L2 inh: -16.1%; DT40 TDP1 no CPT: -7.9%

What do the screens show for `O=C(COC(=O)/C=C/c1ccc(OC(F)F)cc1)Nc1cccc(S(=O)(=O)N2CCCC2)c1`?
TDP1 cell CPT: inconclusive; GCN5L2 inh: -3.0%; DT40 TDP1 no CPT: inconclusive

Results for CCOc1ccc(CNC(=O)c2cc3ccccn3n2)cc1OC ?
TDP1 cell CPT: -20.3%; GCN5L2 inh: 25.3%; DT40 TDP1 no CPT: -4.9%

What do the screens show for `COc1ccc(NC(=O)CSCC(=O)N2CCN(C(=O)c3ccco3)CC2)cc1`?
TDP1 cell CPT: -23.3%; GCN5L2 inh: 2.1%; DT40 TDP1 no CPT: 12.1%

Results for COc1ccc2sc(NC(=O)CC(C)C)nc2c1 ?
TDP1 cell CPT: inconclusive; GCN5L2 inh: -5.5%; DT40 TDP1 no CPT: -25.2%

How did CCOc1ccccc1NC(=O)C(NCC1CCCCC1)c1ccccc1 (centres undefined) do in these assays?
TDP1 cell CPT: inconclusive; GCN5L2 inh: -7.7%; DT40 TDP1 no CPT: -82.4%

Results for O=C(CN1C(=O)c2cccc3cccc(c23)C1=O)NCCCO ?
TDP1 cell CPT: 2.6%; GCN5L2 inh: -2.9%; DT40 TDP1 no CPT: 14.0%

How did O=C(O)c1nccnc1C(=O)Nc1ccccc1N1CCOCC1 do in these assays?
TDP1 cell CPT: 0.7%; GCN5L2 inh: -4.0%; DT40 TDP1 no CPT: -7.4%
